TWEAK-Fn14 inh = inhibitors of TWEAK-Fn14 interaction signaling | 360,000 tested, 2% active | AID 1159606 | TWEAK-stimulated Fn14 reporter cells, luciferase luminescence, 8 h | inhibition, % at 10 µM; in the data active means inhibition above about 50%
KKLEB cytotox = CF airway cell cytotoxicity counter-screen; KKLEB CF airway cells viability, ATPlite luminescence, overnight; active compounds read low; cells stimulated with P. aeruginosa culture filtrate; activity change (cytotoxicity), % at 5 µM; 360,000 tested, 0.36% active; AID 602141;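 active means corrected activity change at or below -50% at 5 µM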
hiPSC survival = hiPSC single-cell survival enhancement. ATPlite luminescence; 100% = ROCK inhibitor wells, 0% = DMSO. survival enhancement, % at 20 µM. 360,000 tested, 0.044% active. AID 602274; in the data active means survival enhancement above about 18%;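 further: cells exposed to compounds for 16 hours before the ATP read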
HIF-2a block = HIF-2a inhibition | 360,000 tested, 0.72% active | inhibition, % at 18.8 µM | 786-0 RCC cells HIF-2a reporter, luciferase luminescence, overnight;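 active means inhibition of the luminescence signal of 40% or more relative to plate controls, in a single-dose primary screen at 18.75 µM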
Shn3 3UTR inh = inhibitors of Schnurri-3 3'UTR reporter in osteoblasts; Clone20 osteoblast Shn3 3'UTR firefly luciferase, 24 h; inhibition, % at 12.5 µM; 360,000 tested, 0.52% active; AID 588674;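 active means mean inhibition of at least 75% with every replicate also reaching 75%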;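 further: 0% = median of neutral control wells and 100% = pilot-screen positive control compound; some compounds past the cut are filed as inactive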
TRPM1 prom inh = MITF TRPM1 promoter inhibition in SK-MEL-5 cells; SK-MEL-5 TRPM1 promoter luciferase, 24 h; inhibition, % at 12.5 µM; 330,000 tested, 0.83% active; AID 488899;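 active means mean inhibition across replicates of 60% or more, whatever share of single replicates reaches that level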; further: values of inactives mirror those of a sister screen read the other way
aDG glyco up = alpha-DG glycosylation activation | Pro5-aDG cells, alpha-DG glycosylation AlphaScreen (IIH6); 0% Pro5, 100% B10-LARGE cell signal | activation, % at 10 µM | 360,000 tested, 0.22% active | AID 624168;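 active means activation of at least 8% versus controls, or a plate z-score of at least 8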;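 further: Pro5 are CHO cells carrying HIG-tagged alpha-DG that lacks glycosylation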
NR2E3 ag-1 = NR2E3 (human) agonism; 320,000 tested, 0.12% active; inhibition of corepressor binding, % at 4.78 µM; AID 2300; Q9Y5X4; GST-NR2E3/biotin-RetCOR TR-FRET, 1536-well;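 active means percent inhibition above the cutoff of mean plus 3 SD of all tested compounds, set per screening campaign, cut at about 20% in these data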;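 further: 0% = DMSO wells and 100% = biotin wells as full block of FRET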
Target sequence (Q9Y5X4 whole entry, looked up): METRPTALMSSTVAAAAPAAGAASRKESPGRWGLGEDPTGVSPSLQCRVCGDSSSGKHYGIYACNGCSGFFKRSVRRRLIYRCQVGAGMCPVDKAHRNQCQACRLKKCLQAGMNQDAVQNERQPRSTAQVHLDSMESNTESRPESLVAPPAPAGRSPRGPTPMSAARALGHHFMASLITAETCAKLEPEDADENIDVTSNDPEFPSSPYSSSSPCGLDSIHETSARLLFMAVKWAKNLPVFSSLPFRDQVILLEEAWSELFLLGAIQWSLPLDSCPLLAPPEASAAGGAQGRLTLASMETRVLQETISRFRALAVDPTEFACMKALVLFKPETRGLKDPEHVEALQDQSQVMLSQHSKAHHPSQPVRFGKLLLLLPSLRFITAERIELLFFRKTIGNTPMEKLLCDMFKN
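Test system: GST-NR2E3 and biotin-RetCOR proteins | Quantity: 1.35 nM GST-tagged NR2E3 final | Medium: Tris pH 7.5 | Also added: 7 nM biotin-RetCOR | Dosing: Compound at 4.8 µM, single dose | Timing: 5 h at 4 °C | Detection: Time-resolved FRET | Read-out basis: Percent inhibition | Benchmarks: Biotin wells as high control, 0.6% DMSO wells as low control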
Peg3 promoter = Peg3 promoter activity inhibition; HeLa PEG-Prom luciferase reporter, luminescence, overnight; inhibition, % at 20 µM; 360,000 tested, 1.7% active; AID 588405;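 active means inhibition of at least 50% at 20 µM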
CF NFkB block = blocks PAF-induced NF-kB reporter in cystic fibrosis cells. KKLEB NF-kB-GFP reporter, GFP fluorescence overnight. inhibition, % at 5 µM. 360,000 tested, 0.86% active;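 active means at least 50% inhibition at 5 µM, scaled per plate between neutral and stimulator controls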;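 further: PAF is a Pseudomonas aeruginosa culture filtrate used as stimulus; plate controls were PAF-stimulated DMSO wells for no effect and unstimulated DMSO wells for full effect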
NR2E3 ag-2 = human photoreceptor-specific nuclear receptor agonism. Q9Y5X4. CHO-S Gal4-NCOR/VP16-NR2E3 two-hybrid, luciferase. inhibition of corepressor binding, % at 3.98 µM. 360,000 tested, 0.35% active. AID 602229;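 active means inhibition above the mean of all tested compounds plus 3 SD, cut at about 70% in these data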;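 further: 0% = DMSO with NR2E3 transfected cells and 100% = cells lacking NR2E3 construct; higher means lower luciferase signal from less NR2E3 corepressor binding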
The depositor's hits bear a star; x = no result given.

Start of the data: the first two entries, ahead of the listing:
SMILES	TWEAK-Fn14 inh	KKLEB cytotox	hiPSC survival	HIF-2a block	Shn3 3UTR inh	TRPM1 prom inh	aDG glyco up	NR2E3 ag-1	Peg3 promoter	CF NFkB block	NR2E3 ag-2
Cc1cc(=O)[nH]c(N/N=C/c2cc(C)n(CC(F)(F)F)c2C)n1	21	-9	-0.6	-19	x	24	0.1	4	-23	15	-22
Cc1ccc(C)c(S(=O)(=O)N2CCNCC2)c1	0	-5	-0.9	7	2	-4	0.5	-5	12	3	-11

The whole of this part, repeating the preview:
SMILES	TWEAK-Fn14 inh	KKLEB cytotox	hiPSC survival	HIF-2a block	Shn3 3UTR inh	TRPM1 prom inh	aDG glyco up	NR2E3 ag-1	Peg3 promoter	CF NFkB block	NR2E3 ag-2
Cc1cc(=O)[nH]c(N/N=C/c2cc(C)n(CC(F)(F)F)c2C)n1	21	-9	-0.6	-19	x	24	0.1	4	-23	15	-22
Cc1ccc(C)c(S(=O)(=O)N2CCNCC2)c1	0	-5	-0.9	7	2	-4	0.5	-5	12	3	-11
CCc1ccc(S(=O)(=O)NCc2cn3ccsc3n2)s1	-2	4	4.4	9	28	8	0.2	1	12	-4	2
CN(C)C(=O)c1ccc(NC(=O)CC2SC(N3CCCC3)=NC2=O)cc1 (stereo not drawn)	8	-15	-0.5	4	9	1	-0.3	3	7	-7	-45
COc1ccc(C(=O)NCC(=O)c2ccccc2)cc1	31	17	-0.6	-195	-47	-60	0.1	-3	-218	-9	-108
CC(=O)N1c2ccc(S(=O)(=O)N3CCC(C(=O)Nc4cc(C)cc(C)c4)CC3)cc2CC1C (stereo not drawn)	6	-5	-0.6	19	26	19	0.1	3	25	-13	-8
O=C(Cn1nc(-c2ccc(F)cc2)ccc1=O)Nc1ccc(C(=O)NC2CC2)cc1	1	0	-1.3	12	-11	-9	0.0	5	-3	-13	3
CC12CCC(=O)N1C(C(=O)OCC(=O)Nc1ccc(S(N)(=O)=O)cc1)CS2 (stereo not drawn)	-1	11	3.2	11	-16	-1	-0.2	-2	10	-4	-19
O=S(=O)(Nc1cccc(-c2cn3cccnc3n2)c1)c1ccccc1	-4	8	2.3	12	4	8	0.1	-2	4	-18	-21
CCCCNC(=O)c1ccc2c(OCC)n(CCCC)nc2c1	0	1	-1.7	-8	-50	-3	0.2	3	-10	-20	-6
CCc1ccc(C(=O)COC(=O)[C@@H](NC(N)=O)[C@@H](C)CC)cc1	-43	-3	-4.6	-120	-2	-43	-0.2	3	-110	-17	-10
COc1cccc(C(=O)C2CCCN(Cc3c(C)n(C)n(-c4ccccc4)c3=O)C2)c1 (stereo not drawn)	-20	0	-0.6	9	2	7	-0.1	1	14	-8	-15
COCc1[nH][nH]c(=O)c1/C=N/N1CCOCC1	3	7	-0.8	15	12	1	-0.4	2	7	-10	-20
O=C(Nc1ccccc1F)c1csc([C@@H]2C[C@H](O)[C@@H](CO)O2)n1	7	-7	0.1	-23	-1	x	-0.1	x	-10	-17	-29
CCN(CC(=O)Nc1c(F)cccc1F)C(=O)CCOc1ccccc1	15	10	0.2	8	-14	-6	0.1	6	8	-24	16
CN1CCN(Cc2nc(Cc3ccccc3)no2)CC1c1ccccc1 (stereo not drawn)	24	7	0.9	5	-1	-10	-0.2	-2	10	1	-12
COc1ccccc1CNC(=O)[C@@H]1CCCN1S(=O)(=O)c1ccc(C)cc1	18	-4	-0.4	13	10	6	0.5	3	15	-6	9
Brc1ccc(-c2nc(-c3ccncc3)no2)o1	-15	1	-1.9	-210	-37	-55	-0.2	3	-223	10	-36
Cn1cc(C(=O)C(=O)N2CCN(c3ccccc3)CC2)c2ccccc21	-15	-3	1.3	18	-7	4	0.0	0	7	0	7
COCc1c(C(=O)N2CCN(c3ccccc3C)CC2)oc2ccccc12	3	-14	-0.1	-9	1	6	0.0	x	18	23	-12
Cc1cc(C)n2nc(CC(=O)NCc3ccc(F)cc3)nc2n1	2	7	1.3	14	15	-18	0.2	1	-1	7	26
CCN(CC)CCCNC(=O)C1c2cc(OC)c(OC)cc2C(=O)N(C)C1c1cccs1 (stereo not drawn)	-3	-8	1.2	15	8	-1	0.0	0	-3	-8	8
N#Cc1c(NC(=O)COC(=O)c2nccnc2N)sc2c1CCCC2	12	-5	-0.3	-25	-8	-13	-0.3	2	-39	8	11
Cc1ccc(NC(=O)C2CCCN2C(=O)NCc2ccccc2)cc1 (stereo not drawn)	0	-6	1.9	2	4	-2	0.1	-1	20	7	11
O=C(COc1ccccc1F)NNC(=O)c1ccc(F)c(S(=O)(=O)N2CCOCC2)c1	10	2	-3.0	12	3	-9	0.3	x	7	8	4
Cc1noc(C)c1COc1ccc(C(=O)N2CCN(c3ccccn3)CC2)cc1	-1	2	0.4	0	5	3	0.0	-2	-2	13	7
Cc1ccc(S(=O)(=O)NCc2ccccc2C)cc1	19	7	0.4	9	19	6	0.1	1	9	-19	3
COc1ccc(/C=N/Nc2ncccc2[N+](=O)[O-])c(OC)c1	72*	6	-0.7	-166	-19	-58	0.0	-1	-59	8	-22
O=C(Nc1ccc(F)cc1)Nc1sccc1-c1nc2ccccc2s1	-3	4	0.0	-39	2	-15	0.0	1	-2	10	6
S=C(Nc1cccc(Cl)c1)N(CCCN1CCCC1)Cc1cccn1Cc1ccc(Cl)cc1	-11	-34	-0.7	8	52	31	1.1	1	100*	38	-3
COc1ccc(Cl)cc1NC(=O)CN(C)CC(=O)Nc1cccc(S(=O)(=O)N2CCCC2)c1	12	8	-0.4	3	35	10	0.4	x	12	1	13
O=C(NCCC1=CCCCC1)c1cc(-c2ccccn2)nc2ccccc12	-13	-2	0.8	18	-2	2	-0.2	0	2	3	-10
CCC/C=C/c1ccc(CN2C(C)C(=O)N(Cc3cn(Cc4ccco4)nn3)CCS2(=O)=O)cc1 (stereo not drawn)	29	-10	-1.6	-3	18	x	0.3	x	14	20	1
O=C(c1ccccc1)N1CCCC(c2nc3c(nnn3Cc3ccccc3)c(=O)[nH]2)C1 (stereo not drawn)	1	-14	0.0	5	-7	-2	-0.1	4	16	-17	17
c1nc(Nc2ccc(N3CCOCC3)cc2)c2ccsc2n1	-11	-10	-0.5	-222	-43	-62	0.1	-4	-198	21	-88
CCOC(=O)C1(C)NC(c2ccc(N(C)C)cc2)C2C(=O)N(CC)C(=O)C21 (stereo not drawn)	-7	6	0.7	15	-8	4	0.0	0	14	7	-6
COC(=O)c1sc(=S)n(-c2ccccc2)c1N	-3	1	-1.4	2	-3	13	-0.2	-2	-7	-13	-33
CC(C)[C@H](NC(=O)c1c(F)cccc1F)C(=O)OCC(=O)NNC(=O)c1ccccc1	9	0	-2.3	1	3	x	0.8	x	-2	-11	3
O=C1CCCc2cc3c(cc21)CC1(C3)Cc2cc3c(cc2C1)C(=O)CCC3	35	-4	-0.8	28	64	47	0.4	-2	16	23	-15
COc1cccc(CC(=O)NCC2COc3ccccc3O2)c1OC (stereo not drawn)	-21	-2	3.9	-11	11	-3	0.2	0	-34	-1	-17
COc1ccc(C(CNC(=O)c2cc(S(=O)(=O)NCc3ccco3)ccc2C)N(C)C)cc1 (stereo not drawn)	-13	21	-0.3	-19	-21	-16	0.1	x	-23	-62	24
CCCCN1C(=N)N([C@@H](C)CN2CCC[C@H]2CN2C(N)=NC[C@H]2CC(C)C)C[C@H]1Cc1ccccc1	-10	-2	10	5	-11	-16	-0.2	x	-7	21	-11
O=c1[nH]c(CSc2ccccc2)nc2c1oc1ccccc12	-9	0	0.9	-35	12	3	0.2	-5	-21	9	-21
Cn1c(SCc2cccc(Br)c2)nnc1-c1ccccn1	-17	7	-0.6	-81	11	-9	0.3	-1	-27	10	-17
O=C(Nc1nc2c(s1)CCCC2)c1ccc(Br)o1	37	0	-1.9	-207	-26	-6	-0.4	0	-216	-13	-134
CC(=O)NCCc1nc2ccccc2n1CCOc1ccccc1C	0	-9	-0.4	19	-6	4	-0.1	2	16	27	15
CSc1nc(NC(C)=O)nc(C)c1Br	-13	-1	-2.5	17	2	-14	-0.1	-1	3	11	-125
O=C(COC(=O)/C=C/c1cccs1)NC1CC1	-13	2	-0.4	13	0	11	-0.2	2	-14	7	7
COc1ccc(OC(=O)c2ccc(OC)c(S(=O)(=O)N3CCOCC3)c2)cc1	0	16	0.1	13	12	3	0.4	x	10	0	-14
Cc1csc(NC(=O)COc2ccc3c(C)cc(=O)oc3c2)n1	-4	-13	-0.3	-82	-19	-45	0.2	-42	-46	5	-15
COCCOC(=O)C1=C(C)NC(=S)NC1/C=C/c1ccccc1 (stereo not drawn)	19	-3	-1.0	23	20	0	0.1	-2	-6	6	-3
CCCCCSc1nc2c(cnn2-c2ccccc2)c(=O)[nH]1	3	-3	1.6	14	-19	8	0.0	1	18	3	-6
O=c1cc(CSc2nnnn2-c2ccccc2)[nH]c2[nH]n(-c3ccccc3)c(=O)c12	11	7	1.9	3	x	-6	0.2	0	-5	-2	2
O=C(CN1CCN(Cc2ccccc2)CC1)NNC(=O)c1ccccc1	7	3	-2.1	9	0	-8	-0.1	6	-4	6	5
C[C@H](NC(=O)C1(c2ccccc2)CCN(C(=O)OC(C)(C)C)CC1)C(=O)N[C@@H](C(=O)O)c1ccccc1	4	7	6.1	6	6	16	0.1	2	0	-6	2
CCC1(c2ccccc2)NC(=O)N(CC(=O)Nc2cc(C(F)(F)F)ccc2N2CCCC2)C1=O (stereo not drawn)	18	0	-0.4	6	-2	-1	0.4	0	17	-31	-36
COc1ccc(OCc2cc(C(=O)N(C)CCC3CCOCC3)no2)c(Cl)c1	-38	0	1.1	-237	-111	-64	0.0	4	-209	-2	-66
CN(CC1CCCO1)S(=O)(=O)c1ccc(C(=O)Nc2ccc(S(N)(=O)=O)cc2)cc1 (stereo not drawn)	1	-2	0.1	7	-3	-53	-0.3	2	12	5	-44
O=C(Nc1nc2cc3c(cc2s1)OCCO3)c1cccs1	89*	-14	-0.8	-47	40	15	0.8	4	-27	-39	-154
O=C(c1cnc2ccccn2c1=O)N1CCc2ccccc21	6	-1	-0.5	-13	-26	8	-0.1	-1	8	0	-14
O=C(O)CSc1nc2ccccc2n1C1CCCCC1	3	5	0.9	20	-41	7	-0.1	-6	7	2	23
CCCN(CCC)Cc1cc(=O)oc2cc(C)cc(C)c12	18	-8	1.6	3	11	x	3.4	x	23	-2	-13
CCN(c1cccc(C)c1)S(=O)(=O)c1ccc2c(c1)CCN2C(C)=O	93*	1	0.9	26	45	13	0.0	-2	30	-4	-18

2 compounds picked at random from those above:
SMILES	TWEAK-Fn14 inh	KKLEB cytotox	hiPSC survival	HIF-2a block	Shn3 3UTR inh	TRPM1 prom inh	aDG glyco up	NR2E3 ag-1	Peg3 promoter	CF NFkB block	NR2E3 ag-2
CCCCCSc1nc2c(cnn2-c2ccccc2)c(=O)[nH]1	3	-3	1.6	14	-19	8	0.0	1	18	3	-6
CCC1(c2ccccc2)NC(=O)N(CC(=O)Nc2cc(C(F)(F)F)ccc2N2CCCC2)C1=O (stereo not drawn)	18	0	-0.4	6	-2	-1	0.4	0	17	-31	-36

Assay outcomes (PubChem)
